Source: PubChem BioAssay
mHTT CaM bind = mHTT-calmodulin interaction abrogation. P42858. AlphaScreen His-mHTT/GST-CaM binding, luminescence. inhibition, % at 15 µM. hit rate 3.6% among 190,000;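 further: 0% = both proteins with DMSO and 100% = one protein alone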
Pf apPOL inh = Pf-apPOL DNA polymerase inhibition | Recombinant Pf-apPOL, molecular beacon fluorescence, 1.5 h | inhibition, % at 10 µM | hit rate 0.25% among 210,000
* marks the source's active call; other numbers are inactive results; nt = no result given; & = joins results of further samples; ! = not active in a repeat. No stated cut-off is given here; in the data, active means inhibition above about 50%; inactive means the rest. No enrichment for hits, and some 3.6% of all compounds hit somewhere here.

SMILES	mHTT CaM bind	Pf apPOL inh
O=c1c(-c2ccc3c(c2)OCCO3)coc2cc(OC3OC(CO)C(O)C(O)C3O)ccc12 (stereo not drawn)	nt	-1
Cc1sc2c(c1C)c(=O)n(Cc1ccccc1)c(=O)n2CC(=O)Nc1cccc(Cl)c1	5	3
Cc1ccc(C2=C/C(=C/c3ccc4c(c3)OCO4)C(=O)O2)cc1	9	7
CSc1ccc(CN2CCC(c3nc4cccnc4n3C)C2)cc1 (stereo not drawn)	22	-2
CCN1C(=O)C(=Cc2cc(OC)c(OC)cc2Br)NC1=S	17	-2
CC(NC(=O)CCN1CCOCC1)c1ccc(Br)cc1 (stereo not drawn)	-1	-9
Fc1ccc(C2Nc3c(Cl)cccc3C3C=CCC32)cc1 (stereo not drawn)	37	0
Cc1c(C(=O)NCc2cccs2)oc2ccc(S(=O)(=O)N3CCC(C)CC3)cc12	5	-4
O=[N+]([O-])c1cccc(C2NNC(=S)S2)c1 (stereo not drawn)	4	nt
CN(C)CCCc1cc(C(=O)Nc2ccc(-c3ccncc3)cc2)ccc1O	nt	11
Cc1cc(NC(=O)c2ccc(=O)n(Cc3cccc(F)c3)n2)no1	-11	-18
Cc1ccc(C)c(S(=O)(=O)N2CCC(c3cc(N)on3)CC2)c1	0	-2
O=C(O)c1ccc(N2C(=O)c3ccc(Br)cc3C2=O)cc1	0	-7
Cc1ccc(S(=O)(=O)n2ccn(CC(=O)NCc3ccc4c(c3)OCO4)c2=O)cc1	-3	-3
O=C1N=C(c2ccccc2)S/C1=C/c1ccccc1F	17	-3
CC(C)(C)n1nc2c(c1NC(=O)c1ccc(S(=O)(=O)N3CCCC3)cc1)CS(=O)(=O)C2	1	0
COc1ccc(CNC(=O)Cc2ccccc2)cc1OC	-3	6
Cn1c(C2CCCO2)nc2ccccc21 (stereo not drawn)	-7	-3
COc1cc(=O)n(-c2ccc(F)cc2)nc1C(=O)N1CCN(C(=O)c2ccco2)CC1	-12	-1
COc1ccc(Cl)cc1S(=O)(=O)NCc1cccnc1	0&-6	-3&-2
CCc1c(C)sc(NC(=O)c2ccoc2C)c1C(N)=O	2	2
COC(=O)C1=C(C(=O)OC)[C@]2([C@H]3CCCCN[C@@H](Cc4ccccc4)C(=O)N3Cc3ccccc3)C=C[C@H]1O2	31	-2
O=C(NC1CC1)c1ccc(OCC2CCCN(C(=O)c3ccc(F)cc3)C2)cc1 (stereo not drawn)	12	-2
CC(=O)Nc1ccc(C(=O)NCc2nnc(C)o2)cc1	-10	-5

Part of the list above, reformatted.
| structure | mHTT CaM bind | Pf apPOL inh |
| --- | --- | --- |
| COc1cc(=O)n(-c2ccc(F)cc2)nc1C(=O)N1CCN(C(=O)c2ccco2)CC1 | -12 | -1 |
| COc1ccc(Cl)cc1S(=O)(=O)NCc1cccnc1 | 0&-6 | -3&-2 |
| CCc1c(C)sc(NC(=O)c2ccoc2C)c1C(N)=O | 2 | 2 |
| COC(=O)C1=C(C(=O)OC)[C@]2([C@H]3CCCCN[C@@H](Cc4ccccc4)C(=O)N3Cc3ccccc3)C=C[C@H]1O2 | 31 | -2 |
| O=C(NC1CC1)c1ccc(OCC2CCCN(C(=O)c3ccc(F)cc3)C2)cc1 (stereo not drawn) | 12 | -2 |
| CC(=O)Nc1ccc(C(=O)NCc2nnc(C)o2)cc1 | -10 | -5 |

The listing continues.
SMILES	mHTT CaM bind	Pf apPOL inh
c1ccc(CN2CCN(Cc3c[nH]c4ccccc34)CC2)cc1	nt	-4&-3
N#Cc1cccc(CN2CCC(C(O)c3ccccn3)CC2)c1 (stereo not drawn)	6	0
Cc1cc(C)c(C(=O)N2CCC(CC(=O)NC(C)CCc3ccccc3)CC2)[nH]1 (stereo not drawn)	29	-5
COc1cc(OC)c(OC)cc1CNCC1OCCc2ccccc21 (stereo not drawn)	5	-1
COc1ccccc1NC(=O)C1CCCN(C(=O)Cc2cccc3ccccc23)C1 (stereo not drawn)	2	0
COc1cc(/C=C2\C(=O)NN(c3ccccc3)C2=O)ccc1OCCOCCOc1ccccc1	31	-4
Cn1c(=O)c2c(nc(Cl)n2Cc2ccncc2)n(C)c1=O	-2	3
COC(=O)COc1ccc2c(c1)OC(=Cc1ccc(Br)cc1)C2=O	-6	2
CC1c2ccccc2CCN1C(=O)c1n[nH]c2ccccc12 (stereo not drawn)	-6	2
N#CC1=C(N)SC(N)=C(C#N)C1c1ccc(C(F)(F)F)cc1	45	1
CC(=O)Nc1ccc(N/C(C)=C/C(=O)c2ccc(Br)cc2)cc1	8	2
O=C(CSCc1ccc(Cl)cc1)Nc1ccccc1F	-27	1
Cc1ccccc1-n1nc2c(c1NC(=O)CCC1CCCCC1)CS(=O)(=O)C2	11	5
COCCNc1ccc(-c2nc(-c3ccccc3)no2)cn1	-12	-6
O=C1CCCC2=C1C(c1ccccc1C(F)(F)F)Nc1ccc3ncccc3c12 (stereo not drawn)	1	-2
COc1ccc(C2CN(S(=O)(=O)c3ccccc3F)CCN2C)cc1 (stereo not drawn)	-2	0
Cc1ccc(C2Cn3nnc(C(=O)N4CCC(C(=O)NC5CC5)CC4)c3CO2)cc1 (stereo not drawn)	1	-1
CC(C)(C)n1ncc2c(=O)n(CCC(=O)Nc3ccc(F)c(Cl)c3)cnc21	-9	-11
Cc1cccc(NC(=O)c2ccc(NC(=O)Cc3nn(C)c(=O)c4ccccc34)cc2)c1	3	-6
O=C(Nc1ccc(O)cc1)Nc1ccc(Cl)cc1	9	-7
COc1cccc(C2C(C#N)=C(N)N(c3ncn[nH]3)C3=C2C(=O)CC(C)(C)C3)c1 (stereo not drawn)	2	-3
C=C(C)Cn1c(Cc2ccccc2)nnc1SCC(=O)O	0	-1
O=C(NCc1ccccc1)OCCCN1C(=O)CCC12CCCCC2	3	-8
CCSc1nnc(NC(=O)COc2ccc(Cl)cc2Cl)s1	-5	-7
COc1ccc(CNC(=O)CSc2ccccn2)cc1	-4	-4
Cc1ccc(N2C(=O)c3ccccc3NC23C(=O)Nc2ccccc23)cc1 (stereo not drawn)	0	-8
COc1ccc2[nH]c(C)c(C(C)=O)c2c1	-6	-2
Cn1cc(CCNC(=O)c2cccs2)c2cccnc21	-10	-1
Cc1cccc(-n2nc3c(c2NC(=O)/C=C/c2ccccc2)CS(=O)(=O)C3)c1C	10	-2
N#Cc1cc(-n2c3ccccc3c3nc4ccccc4nc32)c([N+](=O)[O-])cc1C#N	4	-2
CC1=C(C(=O)Nc2ccc(F)cc2F)C(c2cccs2)C2=C(CC(C)(C)CC2=O)N1 (stereo not drawn)	-6	8
N#Cc1cc(Cc2ccc(N)c(C#N)c2)ccc1N	2	-38
COc1ccc(-n2c(SCc3ccccc3)nc3ccccc3c2=O)cc1	-6	-7
O=C(c1cc2c(s1)CCCC2)N1CCCN(c2nnc3ccccn23)CC1	5	0
Cc1nc(C(F)(F)F)[nH]c(=O)c1C	nt	1
Cc1noc(C)c1C1CCCN1C(=O)c1cc(-c2ccc3c(c2)OCO3)on1 (stereo not drawn)	-4	0
COc1ccc(C(=O)Nc2cc(C)on2)cc1[N+](=O)[O-]	-6	-6
C=CCn1c(SCC(=O)Nc2ccc(F)c(Cl)c2)nnc1-c1cccnc1	3	-4
COc1cc(C=C2Oc3c(ccc(O)c3CN3CCCCC3C)C2=O)cc(OC)c1OC (stereo not drawn)	4	-25
O=C(c1ccco1)N1CCN(C(=O)C2CC2c2ccc(F)cc2)CC1 (stereo not drawn)	-14	-2
Cc1ccc(NC(=O)N2CCCC2c2cc(C(C)C)no2)cc1Cl (stereo not drawn)	-14	0
CCCN1CCN(c2ncc3c(n2)CCN(Cc2cccc(F)c2F)C3)CC1	9	2
COc1cc(S(=O)(=O)NCc2ccco2)c(OC)cc1Br	4	4
CCN1C(SCC(=O)Nc2c(C)cc(C)cc2C)=NS(=O)(=O)c2ccccc21	-5	-1
Cc1ncnc2c1CCC(=O)N2Cc1ccccc1Cl	-11	2
CCOc1ccc(NC(=O)N(CCN(C)C)C(C)c2ccncc2)cc1 (stereo not drawn)	-5	-18
Oc1ccccc1C=Nc1ncn[nH]1	nt	-4
N#Cc1ccccc1NC(=O)CCS(=O)(=O)Cc1ccccc1	-8	-6

Quoted at random: two compounds from above.
SMILES	mHTT CaM bind	Pf apPOL inh
Cc1ccc(NC(=O)N2CCCC2c2cc(C(C)C)no2)cc1Cl (stereo not drawn)	-14	0
C=CCn1c(SCC(=O)Nc2ccc(F)c(Cl)c2)nnc1-c1cccnc1	3	-4

Additional compounds.
SMILES	mHTT CaM bind	Pf apPOL inh
CCCCOC(=O)Nc1nc2ccc(S(C)(=O)=O)cc2s1	3	-5
CCC(=O)N1CCc2c(C(=O)N3CCOCC3)cccc21	-8	2
Cn1ccnc1Sc1cc(N2CCOCC2)ccc1[N+](=O)[O-]	2	-4
O=C(Nc1ccccc1C(=O)NCc1ccccc1)c1ccccc1	-26	2
COc1ccc(-c2csc(NCc3ccco3)n2)cc1	26	-7
Cn1c(=O)[nH]c(=O)c2c1nc(SCC(=O)Nc1ccccc1)n2Cc1cccc(Cl)c1	13	-6
C=CCn1c(=O)c2c(ncn2CC)n(-c2ccc(C)cc2)c1=O	-2	-3
Cc1noc(-c2nn(C)c3c2CN(C(=O)c2cccc(Cl)c2)CC3)n1	-6	-3
N#Cc1ccccc1Cn1cc(C=C2C(=O)NC(=O)NC2=O)c2ccccc21	0	-6
CCOc1ccc(N2CC(c3nnc(NC(=O)COc4ccc(F)cc4)o3)CC2=O)cc1 (stereo not drawn)	16	-2
Cc1ccnc(NS(=O)(=O)c2ccc(NC(=O)C3CCCO3)cc2)n1 (stereo not drawn)	-2	2
COc1ccccc1/C=C1/N=C(C2CCCCC2)OC1=O	4	-3
N#C/C(=C\c1ccccc1F)c1nc2ccccc2[nH]1	5&-11	-3&1
Cn1nccc1C(=O)N1CCCC(c2n[nH]c(C3CC3)n2)C1 (stereo not drawn)	6	4
CCc1nc(NCC2CCCO2)c(C#N)c2c1COC(C)(C)C2 (stereo not drawn)	-8	1
O=C(O)c1ccc(N=Cc2cc(Br)cc(Cl)c2O)cc1	9	31
CC(C(=O)N1CCc2c(nc[nH]c2=O)C1)c1ccccc1 (stereo not drawn)	-3	-4
CCN(CC(=O)N1CCn2cccc2C1c1ccccc1)C(=O)NC(C)(C)C (stereo not drawn)	27	-1
COc1ccc(N2CC(C(=O)NCC(C)C)CC2=O)cc1 (stereo not drawn)	13	-6
CCCN1CCN(C(=O)c2ccc3ncnc(N4CCCC4)c3c2)CC1	2	-2
COc1ccc(C2=N/C(=C/c3cc(OC)c(OC)c(OC)c3)C(=O)O2)cc1OC	1	-4
Nc1ncnc2c1ncn2CCNCc1ccc2c(c1)OCO2	nt	1
Cc1cccc(C)c1NC(=O)COc1ccccc1	-4	-5
O=C(NCc1cccnc1)C1CC(=O)N(CCc2ccccc2)C1 (stereo not drawn)	-3	-15
Cc1oc(S(=O)(=O)N2CCOCC2)cc1-c1nc(-c2ccc(C(F)(F)F)cc2)no1	nt	-7&-12
COc1ccc(C2Nc3ccc(Br)cc3C3C=CCC32)cc1[N+](=O)[O-] (stereo not drawn)	86*	-9
CCn1c(C2CCN(C(=O)Nc3cccc(Cl)c3)CC2)cc(=O)n2nccc12	3	0
Cc1cc2ccccc2n1CCNC(=O)c1cc(Cl)ccc1[N+](=O)[O-]	4	8
CCOc1ccc2nc(SCCc3ccccc3)[nH]c2c1	-16	-11
CC(C)C(=NO)c1ccc(OCCOc2ccc(C(=NO)C(C)C)cc2)cc1	0	-2
CN(C)C(=O)Nc1ccc2snnc2c1	1	-5
CN(Cc1ccccc1)C(=O)C1CCN(c2cncnc2N2CCCCC2)CC1	41	-1
Cc1ccc(-c2ccc(OCC(=O)NCc3ccco3)cc2)cc1	3	-15
CC(NC(=O)C1CCN(c2cn[nH]c(=O)c2)CC1)c1ccccc1 (stereo not drawn)	-2	-1
CC1=C2C(=O)C3C(CC=C4CC(OC5OC(CO)C(O)C(O)C5O)CCC43C)C2CCC12OC1CC(C)CNC1C2C (stereo not drawn)	nt	-10
COc1cc(C(=O)N2CCCC2c2nc(-c3cccc(Cl)c3)no2)cc(OC)c1OC (stereo not drawn)	8	0

Full records, quoted from the list:
`CC(C)C(=NO)c1ccc(OCCOc2ccc(C(=NO)C(C)C)cc2)cc1` across the screens: mHTT CaM bind: 0; Pf apPOL inh: -2
`CN(C)C(=O)Nc1ccc2snnc2c1` across the screens: mHTT CaM bind: 1; Pf apPOL inh: -5

The results go on:
SMILES	mHTT CaM bind	Pf apPOL inh
O=C1C=C(Cl)CC(c2ccc(C(F)(F)F)cc2)C1 (stereo not drawn)	nt	-18
Cc1cccc(CN2C(=O)CSc3ccc(C(=O)NCc4ccccn4)cc32)c1	16	31
Cc1cc(=O)[nH]c2ccc([N+](=O)[O-])cc12	-1	4
CSc1cccc(NC(=O)CN(c2ccccc2F)S(C)(=O)=O)c1	3	-6
COc1ccc(S(=O)(=O)N2CCCN(S(=O)(=O)c3ccc(OC)c(C)c3)CC2)cc1C	-2	1
COc1ccc(CCNC(=O)C2CCN(c3nc4ccccc4[nH]c3=O)CC2)cc1OC	-11	-2
Cc1cc(S(=O)(=O)NCC2(O)CCOCC2)c(Cl)cc1Cl	-11	-2
Cc1cc(C)c(C)c(OCC(=O)Nc2ccccc2F)c1	-4	1
CCC(OCC(O)CN1CCN(Cc2ccccc2)CC1)c1ccccc1 (stereo not drawn)	7	0
COc1ccc(C(NC(C)=O)c2cc(Cl)c3cccnc3c2O)cc1OC (stereo not drawn)	100*!	4&-6
Nc1cc(=O)nc(SCC(=O)Nc2cccc(Cl)c2)n1-c1ccccc1	6	-8
Cc1ccc(C)c(CN(CCO)Cc2ccccc2)c1	-11	-4
COc1ccc(S(=O)(=O)N=C2C=C(C(C)C)C(=O)C=C2C)cc1	-2	5
Cc1noc(CNC(=O)Cc2cccc3ccccc23)n1	-1	-5
